POLK inh = DNA polymerase kappa (human) inhibition; Q9UBT6; purified Pol kappa, fluorescent DNA synthesis assay, 10 min; Potency, µM (highest dose often 107 µM), without a hit: at the highest dose activity, negative = inhibition, most hits filed as inhibitors; 0.53% of 400,000 active; also: % is scaled to controls: 0 for no effect and ±100 for the full control effect
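10 nM Pol kappa was preincubated with compounds for 15 min at room temperature. Reaction started with 50 nM (final) substrate. Fluorescence read kinetically at 0 and 10 min.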
BLM helicase inh = Bloom syndrome helicase (human) inhibition; 0.2% of 350,000 active; AID 2528; Potency, µM (doses to about 56.1 µM), for inactives: top-dose activity change, negative = inhibition, most hits filed as inhibitors; recombinant BLM DNA unwinding, fluorescence dequenching; P54132;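 also: plate controls were vehicle for no effect and no enzyme for full effect; nearly all actives have a fitted effect of over 35% in size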
JMJD2A Tudor inh = inhibitors of human JMJD2A Tudor domain. Potency, µM (top dose mostly 114 µM), for the others: at the top dose activity change, negative = inhibition, usual class: inhibitors. AlphaScreen JMJD2A-Tudor / H3K4me3 peptide binding. O75164. 4.4% of 390,000 active; also: % is scaled to controls: 0 for no effect and ±100 for the full control effect; nearly all actives have a fitted effect of over 50% in size
Pol beta inh = inhibitors of human DNA polymerase beta | P06746 | Pol beta primer extension/strand displacement, fluorescence kinetic | Potency, µM (titrated, usually from 114 µM), without a hit: top-dose activity change, negative = inhibition, actives largely listed as inhibitors | 1.3% of 340,000 active | AID 485314; also: % is scaled to controls: 0 for no effect and ±100 for the full control effect
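Preincubation: enzyme (10 nM) with compound, 15 min, RT. Reaction: substrate added to 50 nM final. Reads: 0 and 10 min. Analysis: normalized, Hill fit.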
G9a inh = blocks human histone lysine methyltransferase G9a. 8.8% of 350,000 active. G9a H3K9 monomethylation, AlphaScreen, 2 h. AID 504332. Potency, µM (top dose mostly 102 µM), for the others: top-dose activity, negative = inhibition, usual class: inhibitors. Q96KQ7; also: % is scaled to controls: 0 for no effect and ±100 for the full control effect; nearly all actives have a fitted effect of over 75% in size
Target sequence (Q96KQ7 913-1193 limits assumed): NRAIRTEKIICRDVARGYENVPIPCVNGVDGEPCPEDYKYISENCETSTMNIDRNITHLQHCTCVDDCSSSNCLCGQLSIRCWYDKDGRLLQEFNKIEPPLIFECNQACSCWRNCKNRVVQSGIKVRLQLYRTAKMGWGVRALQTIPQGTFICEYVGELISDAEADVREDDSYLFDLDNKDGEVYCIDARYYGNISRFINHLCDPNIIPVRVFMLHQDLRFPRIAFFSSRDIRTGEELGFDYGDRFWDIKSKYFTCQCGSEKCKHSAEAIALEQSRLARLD
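Using a bead-based AlphaScreen, monomethylated H3K9 product from 2 h room-temperature reactions (G9a 20 nM, peptide 500 nM, SAM 20 uM) was detected with 0.5 ug/mL rabbit anti-H3K9me1 antibody.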
POLH inh = inhibitors of human DNA polymerase eta; Q9Y253; recombinant Pol eta, fluorescent DNA replication assay; Potency, µM (highest dose often 114 µM), for the others: at the highest dose activity change, negative = inhibition, hits mostly inhibitors; 1.2% of 390,000 active; also: % is scaled to controls: 0 for no effect and ±100 for the full control effect
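Pol eta (10 nM) was preincubated with compounds for 15 min at room temperature, after which fluorescent replication substrate (50 nM final) was added to start the reaction. Fluorescence was read kinetically at 0 and 10 min.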
BAZ2B inh = blocks human BAZ2B | Q9UIF8 | AlphaScreen BAZ2B-H3K14Ac peptide displacement | Potency, µM (series often up to 114 µM), without a hit: at the highest dose activity change, negative = inhibition, usual class: inhibitors | 4.4% of 360,000 active | AID 504333; also: % is scaled to controls: 0 for no effect and ±100 for the full control effect; nearly all actives have a fitted effect of over 60% in size
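BAZ2B (50 nM) with biotin-H3(5-23)K14Ac peptide (50 nM) in PBS pH 7.4, 0.01% Tween-20, preformed 30 min, then compound 30 min at room temperature; top concentration 110uM. AlphaScreen streptavidin donor/nickel chelate acceptor beads (10 ug/mL final), 20 min dark, signal read.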
POLI inh = blocks human DNA polymerase iota activity. AID 588590. Potency, µM (highest dose often 115 µM), without a hit: at the top dose activity, negative = inhibition, most hits filed as inhibitors. Q9UNA4. 1% of 390,000 active. Pol iota fluorescent replication assay, 10 min
Target sequence (Q9UNA4 whole entry, looked up): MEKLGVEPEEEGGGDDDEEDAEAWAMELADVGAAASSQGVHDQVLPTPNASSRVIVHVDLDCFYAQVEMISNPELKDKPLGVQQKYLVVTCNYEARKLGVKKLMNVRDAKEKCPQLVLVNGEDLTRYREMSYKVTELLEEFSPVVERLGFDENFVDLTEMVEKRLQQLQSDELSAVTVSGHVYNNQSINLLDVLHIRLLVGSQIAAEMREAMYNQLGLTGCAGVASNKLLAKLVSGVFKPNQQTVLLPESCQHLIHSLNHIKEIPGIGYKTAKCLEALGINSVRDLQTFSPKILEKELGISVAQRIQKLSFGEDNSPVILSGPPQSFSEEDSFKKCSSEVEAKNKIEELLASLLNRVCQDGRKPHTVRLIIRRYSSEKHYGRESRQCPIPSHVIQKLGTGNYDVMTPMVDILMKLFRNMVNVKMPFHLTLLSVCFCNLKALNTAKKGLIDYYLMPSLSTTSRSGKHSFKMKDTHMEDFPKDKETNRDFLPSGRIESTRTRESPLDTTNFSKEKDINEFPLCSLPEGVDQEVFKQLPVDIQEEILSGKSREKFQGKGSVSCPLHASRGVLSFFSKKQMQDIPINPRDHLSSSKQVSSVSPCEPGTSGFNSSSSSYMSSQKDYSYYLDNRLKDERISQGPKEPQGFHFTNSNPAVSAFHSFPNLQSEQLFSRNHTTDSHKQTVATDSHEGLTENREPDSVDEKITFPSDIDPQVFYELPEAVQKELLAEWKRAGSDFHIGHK
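Pol iota at 10 nM preincubated 15 min with compounds at room temperature; reaction started with fluorescent substrate, 50 nM final. Fluorescence read kinetically at 0 and 10 min; buffer-only wells as negative control.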
APEX1 inh = inhibitors of human APE1 endonuclease; P27695; recombinant APE1, TAMRA/BHQ-2 abasic DNA cleavage fluorescence; Potency, µM (titrated, usually from 65.8 µM), for the others: at the highest dose activity change, negative = inhibition, actives largely listed as inhibitors; 0.35% of 350,000 active;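 also: plate controls were vehicle for no effect and reference inhibitor for full effect; nearly all actives have a fitted effect of over 55% in size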
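Quantitative HTS: incision of a TAMRA/BHQ-2 double-stranded substrate bearing a tetrahydrofuran abasic site by 0.75 nM APE1 raises fluorescence. Substrate 50 nM final, added after 15 min compound preincubation at room temperature; progress as third-minus-first kinetic read difference.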
Numbers without * were called inactive; ? = inconclusive; / = no result given; [ ] = remark or other dose. Calls follow the shape of the dose curve; as a rule, active = well fitted curve in the direction sought with a large enough effect; inconclusive = small, poorly fitted or top-dose-only effect, or another doubt; inactive = no such curve, though single readings can be large; an effect the other way counts as inactive or inconclusive. Potency is read from the fitted curve at half-maximal effect. These rows are one share of the data; count on the stated rates, not on these rows.

SMILES | POLK inh | BLM helicase inh | JMJD2A Tudor inh | Pol beta inh | G9a inh | POLH inh | BAZ2B inh | POLI inh | APEX1 inh
CCOC(=O)C1CCCN(S(=O)(=O)c2c(C(=O)N3CCCCC3)c(C)n(C)c2C)C1 (stereo not given) | -11% | 1% | -15% | 1% | 1% | -4% | -14%[57.1 µM] | 9% | 31%
C=CCn1cccc(C(=O)Nc2cc(OC)cc(OC)c2)c1=O | -12% | -1% | -18% | 27% | 2% | -9% | 3% | 47%[activator] | ?
COc1cc([N+](=O)[O-])cc(/C=C2/SC(=S)N(Cc3ccccc3)C2=O)c1O | -20% | ? | 18µM* | 18µM* | 10µM* | ? | 14µM* | 14µM* | -21%
O=C(CN(C(=O)c1nsc(Cl)c1Cl)c1ccc(F)cc1)NC1CCCC1 | 1% | 1% | 4% | 27% | 22% | -23% | 4% | 115%[activator] | -9%
Cc1ccc(C)c(NC(=O)CN(C)C(=O)c2oc3c(Cl)cccc3c2C)c1 | 3% | / | -1% | / | 7% | -11% | 10% | 7% | -1%
CC(C)(C)C(=O)Nc1cc2nn(-c3ccccc3)nc2cc1Cl | 7% | -9% | 51%[activator] | 4% | 85%[activator][59 µM] | -9% | 42%[activator] | -1% | 0%
COc1ccc(S(=O)(=O)N2CCOCC2)cc1NC(=O)c1sccc1C | -3% | / | 7% | / | 7%[0.501 µM] | -17% | 7% | 2% | 19%
Cc1ccc(C(=O)N2CCNC(=O)C2CC(=O)Nc2ccccc2)cc1 (stereo not given) | -2% | -1% | -8% | 3% | / | -19% | -1% | 33%[activator] | 10%
Cc1c2cnn(-c3ccccc3)c(=O)c2c(C)n1C(C)C(=O)Nc1ccc(Br)cc1F (stereo not given) | -3% | -3% | -23% | 15% | 0%[59 µM] | 1% | -11% | -1% | /
CCN(CC)C(=O)c1n[nH]c(=O)c2ccccc12 | 0% | -3% | -11% | 4% | 0%[12.7 µM] | -1% | 6% | 10%[58.9 µM] | 3%
Cc1ccc2cc3cc(C(=O)NC4CC4)oc3nc2c1 | 13% | -2% | 11% | 35% | 4% | -18% | -25% | 31% | 44%
Cc1cc(C(=O)COC(=O)CC2Sc3ccccc3NC2=O)c(C)n1-c1cccc(C(F)(F)F)c1 (stereo not given) | ? | -17% | ? | ? | ? | -17% | -36% | ? | -5%
Cc1cc(-c2nsc(=O)o2)c(S(C)(=O)=O)s1 | -7% | -1% | ? | -23% | 2µM* | -2% | 0% | 14% | -2%
O=S1(=O)CCN(Cc2ccccc2Cl)CC1 | -7% | -2% | -8% | 15% | -12% | -17% | 9% | 23% | -6%
Cc1ccc(C)c(OCc2nnc(NC(=O)c3ccc4c(c3)OCO4)s2)c1 | -14% | -2% | -20% | 1% | 9%[12.7 µM] | -6% | 10% | -15% | -4%
CCOC(=O)N1CCN(C(=O)CNS(=O)(=O)c2cccs2)CC1 | 3% | 0% | -5% | -3% | / | -2% | 1% | -3% | -1%
CCOc1ccccc1CN1CCNC(=O)C1CC(=O)NCc1nccn1CC (stereo not given) | -9% | 0% | -5% | 11% | / | -17% | 13% | 20% | -7%
O=C(CCN1CCN(c2ccccc2)CC1)Nc1ccc2c(c1)OCO2 | -15% | 2% | -19%[57.1 µM] | 10% | 17%[59 µM] | -4% | 1% | 6% | 19%
CCCn1c(NCc2cccs2)nc2ccccc21 | 6% | -1% | -14% | 3% | 10%[59 µM] | 6% | / | 10% | 7%
COc1cc(C(=O)NC2CCN(C)CC2)ccc1Nc1ncc2c(n1)N(C1CCCC1)CCC(=O)N2C(C)C | -22% | / | ? | / | / | -15% | / | ? | /

Three entries from above, ordered by molecular weight, lowest first.
SMILES | POLK inh | BLM helicase inh | JMJD2A Tudor inh | Pol beta inh | G9a inh | POLH inh | BAZ2B inh | POLI inh | APEX1 inh
CCOC(=O)N1CCN(C(=O)CNS(=O)(=O)c2cccs2)CC1 | 3% | 0% | -5% | -3% | / | -2% | 1% | -3% | -1%
CCOc1ccccc1CN1CCNC(=O)C1CC(=O)NCc1nccn1CC (stereo not given) | -9% | 0% | -5% | 11% | / | -17% | 13% | 20% | -7%
O=C(CN(C(=O)c1nsc(Cl)c1Cl)c1ccc(F)cc1)NC1CCCC1 | 1% | 1% | 4% | 27% | 22% | -23% | 4% | 115%[activator] | -9%

Further compounds:
SMILES | POLK inh | BLM helicase inh | JMJD2A Tudor inh | Pol beta inh | G9a inh | POLH inh | BAZ2B inh | POLI inh | APEX1 inh
COc1ccc2ccccc2c1CN1CCN(C(=O)c2ccco2)CC1 | -2% | -2% | -33% | 38% | -11% | -20% | ? | 82%[activator] | -11%
CCOc1ccc(NC(=O)N(C)CCc2c(C)nn(C)c2C)cc1 | -2%[60.1 µM] | -4% | 6% | -9% | 18%[59 µM] | -17% | -25% | 31%[activator] | /
Cc1ccc(-n2ccnc2SCC(=O)c2c(N)n(C3CC3)c(=O)[nH]c2=O)cc1C | 7% | / | -8% | / | ? | -2% | -4% | 15% | 23%
CCCc1cc(=O)oc2cc(C)cc(OCC(=O)NCc3cccnc3)c12 | 6% | 5% | -12% | 2% | 22% | -19% | -11%[57.1 µM] | 23% | 21%
O=[N+]([O-])c1cccc(-c2noc(-c3ccco3)n2)c1 | -4% | -2% | -13% | 11% | ? | 0% | -18% | 2% | 5%
N#CC1(NC(=O)COC(=O)c2ccc(Cl)nc2)CCCCC1 | -3% | / | -7% | / | -33% | -9% | -18% | -5% | 29%
COc1ccc(CNCC(O)COCc2cccs2)cc1 (stereo not given) | -20% | -1% | 1.6µM* | 5% | ? | -4% | ? | ? | -4%
NC[C@@]12CCCC1C1CCC2C1 (stereo not given in full) | / | 1% | / | 6% | 11%[59 µM] | / | 11% | / | 1%
Cc1cc(C(=O)COC(=O)Cc2n[nH]c(=O)c3ccccc23)c(C)n1-c1cccc(C(F)(F)F)c1 | -11% | -9% | ? | -6% | ? | -24% | -35% | 16% | -9%
COc1ccccc1C(=O)CN1C(=O)NC2(CCCCCC2)C1=O | -4% | / | -9% | / | / | -18% | / | 62%[activator] | -12%
Cc1ccc2c(c1)C1(C(=O)N2C)N2CC3(C)CN1CC(C)(C2)C3=O (stereo not given) | -8% | 0% | -19% | 0% | 26%[59 µM] | -7% | 3% | -15% | 2%
CCOC(=O)c1c(NC(=O)c2cc3n(n2)C(C(F)(F)F)CC(c2ccccc2)N3)sc(C)c1C (stereo not given) | 5% | -10% | -13% | 16% | 2%[59 µM] | -8% | -4% | 0% | 1%
Cc1nn(Cc2c(Cl)cccc2Cl)c(C)c1NC(=O)Cn1nc([N+](=O)[O-])c(Cl)c1C | 1% | -1% | -5% | 3% | 0%[59 µM] | -21% | 2% | 3% | 1%
C=CCn1c(N)c(C(=O)NCc2ccco2)sc1=S | -12% | -3% | -25% | -7% | -20%[59 µM] | -15% | ? | -8%[58.9 µM] | -1%
COCCN1CCn2c(nc3cc(NC(=O)c4cccs4)ccc32)C1 | 0% | -2% | -12% | 1% | 20µM* | 5% | -33% | 9% | -2%
CCC(CC)C(=O)Nc1cccc(/C(C)=N\NC(=O)c2ccc(C)s2)c1 | -10% | -1% | -3% | 24% | -23% | -5% | 0% | 0% | -6%
O=C(NC1CC1)c1ccc(CSCc2cccc(F)c2)o1 | 3% | -1% | -10% | 24% | ? | -21% | 12% | 26% | 4%
CCCCCOC(=O)CSc1nc2sc3c(c2c(=O)n1Cc1ccccc1)CC(C)(C)OC3 | -2% | -1% | 13% | 27% | -33%[59 µM] | -2% | -1% | 8% | /
CCOc1ccccc1Oc1cn[nH]c1-c1ccc(O)cc1O | -13% | -5% | ? | -2% | 9% | -27% | ? | 22% | -8%
CC(=O)Nc1ccc2nc3c(=O)n(C)c(=O)n(C)c3nc2c1 | ? | -25% | 79µM* | ? | 40µM* | 35µM* | ? | 10µM* | -10%
O=C(Nc1ccc(-c2nnc(-c3ccccc3)o2)cc1)c1ccc(Br)o1 | -3% | / | -31% | / | / | ? | / | -1% | /
CC(=O)c1sc(NC(=O)C2CCN(C(=O)c3ccc(F)cc3)CC2)nc1-c1ccccc1 | -6% | / | -26% | / | 45µM* | -21% | -25% | 3% | -14%
Cc1ccccc1CC1(CO)CCCN(C(=O)CCC(F)(F)F)C1 (stereo not given) | -12% | -2% | -17% | 13% | / | 3% | -5% | 106%[activator] | -3%
COc1ccc(N(CC(=O)NC(C)(C)C)S(=O)(=O)c2ccccc2)cc1OC | -6% | -3% | -9% | 11% | 4%[59 µM] | -10% | 7% | 1% | -7%
COc1cccc(/C=N/NC(=S)NC2CC3CCC2C3)c1OC (stereo not given) | -16% | -7% | -12% | -9% | ? | -16% | -13% | 33%[activator] | 0.56µM*
CCc1nnc(NC(=O)c2ccc(COc3ccccc3)o2)s1 | -8% | 0% | -26% | -6% | 1%[12.7 µM] | -8% | 0% | 13% | 0%
COc1ccc(-c2cc(=O)c3c(OC)c(OC)c(OC)c(OC)c3o2)cc1 | 20% | 2% | -14% | / | / | -7% | / | 12% | -1%
Nc1nonc1-n1nnc(C(=O)N/N=C/c2ccc(OCc3ccccc3)cc2)c1COc1ccc(F)cc1 | -3% | -2% | -8% | 35% | 10%[59 µM] | -4% | -5% | 20% | -7%
Cc1ccc(C(=O)CN(C(=O)c2ccc(Cl)c(Cl)c2)N2C(=O)C3CCCCC3C2=O)cc1 (stereo not given) | 0% | -5% | 5% | 20% | -14% | -3% | 13% | ? | 13%
O=C(CSCc1ccccc1)Nc1ccc(F)cc1F | 5% | -1% | 8% | -1% | -48% | -10% | -17% | ? | -6%
COc1cc(-n2c(-c3ccccc3)n[nH]c2=S)c(OC)cc1Cl | 9%[60.1 µM] | -3% | -18% | 12% | / | -11% | ? | 20% | -2%
COC(=O)c1sccc1NC(=O)c1csc2c1CCCC2 | 2% | -4% | 79%[activator] | -24% | 19%[59 µM] | 2% | 61%[activator] | -7% | -3%
O=C(NCC1CCCO1)c1ccc2c(c1)N(Cc1ccccc1)C(=O)CS2=O (stereo not given) | 3% | -5% | ? | -16% | -5%[59 µM] | 1% | 4% | 2% | 2%
CC(C)C(=O)c1cc2c(cc1NC(=O)c1cccs1)OCCO2 | -7% | -7% | 77%[activator] | -21% | / | -11% | 4% | -24% | 1%
Cc1ccc(Oc2ccccc2NC(=O)CN2C(=O)NC3(CCCC3)C2=O)cc1 | -8% | -1% | -21% | -16% | / | -16% | -2% | ? | -2%
